HTR5A ag ctr = counter-screen for OPRM1-OPRD1 agonists: human HTR5A agonism; P47898; HTR5A agonist assay, luminescence, cell-based; activation, % at 9.3 µM; 340,000 compounds, 0.61% hits; in the data active = activation mostly above about 9.5%, no sharp cut-off; inactive = mostly below about 7.6%;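 note: 0% = cells with vehicle only and 100% = reference agonist; strong numbers were not always called active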
phage Ecoli inh = E. coli growth loss with phage present | growth absorbance | inhibition, % at 11.9 µM | 360,000 compounds, 0.26% hits; in the data active = inhibition above about 11%
HTR5A inv ag = HTR5A inverse agonism, opioid heterodimer counter-screen. AID 504634. 340,000 compounds, 0.083% hits. P47898. inhibition, % at 9.3 µM. HTR5A cell line, luminescence; in the data active = inhibition mostly above about 23%, no sharp cut-off; inactive = mostly below about 18%;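 note: 0% = cells with DMSO and 100% = no-cell wells with DMSO; some compounds called inactive have numbers as strong as hits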
CDK5 inh = CDK5/p35 (human) kinase inhibition; Q00535+Q15078; Recombinant CDK5/p35, ADP-Glo luminescence, 60 min; inhibition, % at 10 µM; 330,000 compounds, 0.01% hits; AID 488839;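 active = highest replicate inhibition of at least 50% and at least 75% of replicates reaching 50%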;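 note: plate controls were DMSO neutral control for no effect and GW8510 at 10 µM for full effect; many of its hits are not listed in these tables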
Target sequence (Q00535 whole entry, looked up): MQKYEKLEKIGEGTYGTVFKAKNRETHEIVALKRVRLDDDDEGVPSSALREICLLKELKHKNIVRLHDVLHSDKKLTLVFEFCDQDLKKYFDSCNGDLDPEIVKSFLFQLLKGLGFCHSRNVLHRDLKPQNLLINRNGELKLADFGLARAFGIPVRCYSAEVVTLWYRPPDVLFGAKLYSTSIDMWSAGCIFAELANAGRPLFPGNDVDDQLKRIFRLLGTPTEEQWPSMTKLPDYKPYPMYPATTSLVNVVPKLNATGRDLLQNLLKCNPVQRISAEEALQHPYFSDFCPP
Target sequence (Q15078 whole entry, looked up): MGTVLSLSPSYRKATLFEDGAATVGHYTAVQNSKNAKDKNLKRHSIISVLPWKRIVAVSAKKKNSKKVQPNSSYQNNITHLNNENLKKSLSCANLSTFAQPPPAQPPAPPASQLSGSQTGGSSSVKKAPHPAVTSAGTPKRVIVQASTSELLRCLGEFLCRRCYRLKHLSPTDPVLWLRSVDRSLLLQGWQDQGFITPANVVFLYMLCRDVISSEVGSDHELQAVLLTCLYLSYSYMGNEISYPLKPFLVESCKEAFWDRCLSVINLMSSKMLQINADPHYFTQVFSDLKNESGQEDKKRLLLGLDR
AddAB inh = less growth of phage-infected E. coli with AddAB; E. coli expressing H. pylori AddAB, absorbance growth; inhibition, % at 11.9 µM; 330,000 compounds, 0.29% hits; in the data active = inhibition above about 12%;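 note: 0% = vehicle wells of infected cells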
E coli growth = reduces bacterial viability in AddAB counter-screen; inhibition, % at 11.9 µM; E. coli V3065 growth, OD600 absorbance, 18 h; 330,000 compounds, 0.27% hits;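 active = inhibition above the campaign's mean inhibition across all tested compounds plus 3 SD, cut at about 9.9% in these data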;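 note: uninfected addAB+ strain grown without phage in ampicillin broth; 0% = DMSO wells and 100% = ciprofloxacin 0.95 µg/ml wells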
PKA-R2B activ = PKA-R2B complex activation. P22694+P31323. PKA-R2B holoenzyme dissociation, Cy5-IP20 fluorescence polarization; R2B truncated from residue 108, S112A mutant; 0% DMSO only, 100% 113 µM cGMP. 340,000 compounds, 0.079% hits. activation, % at 11.4 µM;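 active = activation above a cutoff set at the mean over all compounds plus 3 SD, cut at about 18% in these data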;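 note: higher means more holoenzyme dissociation and a rise in polarization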
Target sequence (P31323 whole entry, looked up, other chains not shown, the tested form may be a part): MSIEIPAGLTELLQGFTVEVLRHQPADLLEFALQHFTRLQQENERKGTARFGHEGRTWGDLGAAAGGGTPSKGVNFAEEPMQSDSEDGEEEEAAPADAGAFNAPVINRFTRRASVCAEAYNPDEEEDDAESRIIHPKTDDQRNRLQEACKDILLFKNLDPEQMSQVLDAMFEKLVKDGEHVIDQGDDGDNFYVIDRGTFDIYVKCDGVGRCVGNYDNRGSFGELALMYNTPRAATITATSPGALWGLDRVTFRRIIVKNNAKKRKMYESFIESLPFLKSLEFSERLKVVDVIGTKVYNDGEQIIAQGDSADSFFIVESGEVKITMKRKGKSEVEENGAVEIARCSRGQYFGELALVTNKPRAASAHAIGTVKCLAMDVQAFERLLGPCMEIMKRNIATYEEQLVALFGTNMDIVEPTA
Tat export inh = inhibitors of E. coli Tat protein transport; E. coli MC4100 TorA-mCherry Tat export, fluorescence; inhibition, % at 10 µM; AID 488895; 340,000 compounds, 0.036% hits;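 active = mean replicate inhibition at least 50% and at least half of replicates individually reaching 50%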;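 note: exported cargo escapes ClpAP degradation while cytoplasmic cargo is degraded and loses fluorescence; 0% = median of neutral control wells and 100% = median of NaSCN control wells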
PKA-R1A activ = activators of PKA-R1A complex | activation, % at 11.4 µM | PKA-R1A dissociation, Cy5-IP20 fluorescence polarization; scaled: DMSO 0%, 113 µM cGMP 100% | 340,000 compounds, 0.083% hits | P00514+P68181;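 active = percent activation above the mean of all tested compounds plus 3 SD, cut at about 19% in these data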;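 note: higher means more PKAc released from R1A so a rise in polarization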
SUMO Mot1 rescue = SUMOylation pathway inhibition by Mot1-301 growth rescue; growth rescue, % at 18.8 µM; AID 2716; S. cerevisiae Mot1-301 growth rescue, ATP luminescence, 38.5C; percent above DMSO median, 100 means doubled; 320,000 compounds, 1% hits;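 active = every valid replicate shows activation above 250% relative to neutral control wells; inactive = the rest, any valid replicate at or below 250%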;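 note: OY570 slx delta 5 strain wells were the positive control but not used for scaling; some compounds called inactive have numbers as strong as hits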
DAGLB inhibitor = blocks human DAGLB lipase activity; Q8NCG7; HEK293T DAGLB membrane lysate, EnzChek fluorogenic substrate; inhibition, % at 5.17 µM; 340,000 compounds, 0.059% hits; in the data active = inhibition above about 34%;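 note: 0% = enzyme with vehicle and 100% = wells lacking enzyme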
An asterisk follows results filed as active; nt = no result given.

Values in the order – phage Ecoli inh	PKA-R2B activ	E coli growth	AddAB inh	PKA-R1A activ	HTR5A ag ctr	Tat export inh	CDK5 inh	SUMO Mot1 rescue	HTR5A inv ag	DAGLB inhibitor
1. CCCC1(CCC)NC(=O)N(CC(=O)N2CCc3ccccc32)C1=O
  1.0	-4	1.2	1.5	8	2	-8	-0.3	63	-4	-2
2. Cc1[nH]n(-c2cccc(Cl)c2)c(=O)c1-c1ccccc1
  1.4	-7	-1.5	-0.1	-5	-5	-1	-1.0	-3	-24	-1
3. CN(C)c1ccc(N=Nc2ccccc2C(=O)OCC(=O)NCC2CCCCC2)cc1
  1.8	-6	2.0	0.2	2	-1	3	0.8	15	22	39*
4. CN(CC(=O)Nc1ccc(Cl)c(Cl)c1)Cc1nnc(-c2ccc(F)cc2)o1
  3.4	7	2.0	1.1	-5	-1	15	0.1	11	2	-1
5. COc1ccccc1N1CCN(Cc2nc(N)nc(Nc3ccccc3)n2)CC1
  -0.8	-2	-2.7	-2.3	2	1	7	1.0	-8	-3	-1
6. CN(CC(=O)Nc1ccc2c(c1)OCCO2)Cc1nc2ccccc2c(=O)[nH]1
  2.8	-6	-0.7	2.5	-9	3	13	1.4	-8	19	2
7. CCOC(=O)C1CCN(C(=O)N(C)C)CC1
  3.6	-11	-0.5	1.6	-8	1	1	-2.4	8	5	-2
8. O=C(Nc1cccc2ccccc12)OCc1ccccc1
  2.9	-4	nt	nt	1	2	-8	-0.3	nt	-6	-6
9. CCN(CC(=O)Nc1ccc(Br)c(C)c1)CC(=O)NC(C)C
  3.0	-3	-0.7	-2.1	1	3	-2	-0.8	0	-8	-1
10. COc1ccc(-c2nn(-c3ccccc3)cc2/C=C(\C#N)S(=O)(=O)c2ccccc2)cc1OC
  4.8	0	0.0	-0.5	-5	2	1	0.9	2	5	-1
11. CCN1C(=O)/C(=C/N2CCc3ccccc3C2)SC1=S
  1.8	0	1.5	2.8	1	-1	-7	0.8	4	12	-3
12. COc1ccc(-c2nc(CN3CCC(C(=O)N4CCOCC4)CC3)c(C)o2)cc1C
  3.6	11	-1.8	1.2	0	-2	-5	1.6	-1	-31	4
13. Cc1nnc(SCCn2c(N3CC(C)CC(C)C3)nc3c2c(=O)[nH]c(=O)n3C)s1 (stereo not given)
  1.6	3	-2.8	2.1	1	-4	-10	1.7	-12	11	1
14. O=C(c1ccco1)N1CCN(C(=O)N2CCCCC2)CC1
  3.3	-7	-2.1	3.8	-7	-5	-7	-3.7	-2	-9	0
15. CC12CCC(C(=O)Nc3cccc4ccccc34)(C1Br)C2(C)C (stereo not given)
  2.9	6	1.9	1.8	1	4	2	-0.2	10	-10	-11
16. CC(=O)Nc1ccc(NC(=O)C2CCC(N3C(=O)C4C5C=CC(C6CC56)C4C3=O)CC2)cc1 (stereo not given)
  1.5	-6	3.2	1.9	-11	6	0	0.8	8	-23	-3
17. O=C(O/C(=C/c1ccccc1)C(F)(F)F)c1ccccc1
  2.6	-6	nt	nt	-4	-2	3	-0.7	nt	8	-8
18. COc1ccc(CCC(C)Nc2ccccc2F)cc1 (stereo not given)
  2.2	8	-0.1	3.8	-5	3	2	0.0	2	1	-20
19. CCOC(=O)c1c(-c2ccc(C)o2)csc1NC(=O)CSc1nnc(C)s1
  0.9	0	-2.3	-1.4	-10	-1	-1	-1.5	-10	-21	-2
20. COc1cccc(NC(=O)Cn2c(CCC(=O)O)ccc2-c2ccccc2)c1
  2.3	-3	1.4	2.5	-5	-1	5	1.2	-10	2	2
21. CC(=O)Nc1ccc(S(=O)(=O)N(C)CC(=O)OCC(=O)N2CCN(C(=O)c3ccco3)CC2)cc1
  1.8	-1	1.7	-0.2	6	-3	3	-0.6	52	6	2
22. O=c1c(/C=N/O)coc2ccc(Cl)cc12
  0.6	0	0.7	1.0	-8	2	14	-0.9	32	9	1
23. Brc1ccc(CNCCCSc2ncccn2)cc1
  2.8	-5	-3.6	-0.7	-7	2	-6	-0.8	57	6	0
24. O=C(N1CCOCC1)N(Cc1cccs1)C1CCCC1
  2.1	-8	1.6	3.1	-12	-1	0	0.1	4	3	-2
25. COc1ccc(/C=C2\C(=O)NCC(=O)N2Cc2ccccc2)cc1
  2.2	13	0.2	0.5	-2	0	-1	1.5	-4	4	2
26. COc1ccc(-c2[nH]ncc2CN(C)Cc2cc(C)[nH]n2)c(F)c1
  2.9	-10	-0.6	0.3	-7	-2	-1	-0.3	100	5	-3
27. COc1ccc(N2C(=O)CC(N3CCN(c4ccc(S(C)(=O)=O)cc4)CC3)C2=O)cc1 (stereo not given)
  3.2	6	0.5	2.2	-3	1	-3	0.7	9	-3	1
28. COc1cc(OC)c(S(=O)(=O)Nc2ccccc2C(=O)O)cc1S(=O)(=O)Nc1ccccc1C(=O)O
  2.5	-3	-0.2	2.5	9	-4	5	-0.6	-24	16	3
29. CCOC(=O)c1csc(NC(=O)c2ccc(OC)c(OC)c2)n1
  4.2	-4	1.9	2.3	0	-1	4	3.0	-25	15	-4
30. CC(C)CCOc1ccc(C(=O)C[N+]2(C)CCOCC2)cc1
  3.0	-12	-2.9	0.8	-16	-1	-5	2.6	nt	2	-1
31. O=C(NCc1ccco1)c1cc2nc(-c3cccs3)cc(C(F)(F)F)n2n1
  -0.7	-3	0.7	1.2	-2	-2	-3	0.7	3	0	1
32. Cc1ccccc1NC(=O)c1cccc(S(=O)(=O)Nc2cccc(C(=O)O)c2)c1
  1.2	-2	2.4	3.7	-7	0	-1	0.6	-18	1	-2
33. CC[C@]12c3[nH]c4cc(-c5ccco5)ccc4c3CCN1C(=O)[C@@H](CC(=O)NCCN1CCOCC1)C[C@@H]2C(=O)N1CCN(C(=O)c2ccco2)CC1
  2.6	-1	-2.9	-1.2	-4	-1	4	0.3	nt	3	2
34. CCN1CCN(c2ccc(S(=O)(=O)N3CCCCC3)cc2NC(=O)c2ccc([N+](=O)[O-])s2)CC1
  0.2	8	0.4	-0.7	-4	-2	-9	0.9	43	4	3
35. Cc1ccc(S(=O)(=O)N2[C@@H](c3ccc(C(C)(C)C)cc3)C(C(=O)O)=CC[C@H]2c2cccc(Cl)c2)cc1
  2.1	-4	-2.3	0.7	6	2	5	0.6	126	-8	16
36. Cc1c(C(N)=O)sc2nc(-c3ccccc3)cn12
  1.6	-7	1.0	0.7	3	0	1	-0.7	-6	-7	0
37. COc1ccc(-c2ccc(/C=C3/C(=N)N4C=CSC4=NC3=O)o2)c([N+](=O)[O-])c1
  -0.9	2	0.0	6.4	-2	-5	-13	0.3	-6	-3	8
38. N#Cc1c(C(F)(F)F)cc(-c2cccs2)nc1SCC(=O)O
  -0.5	-2	-1.1	0.9	-1	11	-1	1.7	19	8	5
39. CC(=O)Nc1ccc(NC(=O)CN(c2ccc(F)cc2)S(=O)(=O)c2ccc3c(c2)OCCO3)cc1
  0.9	-8	0.3	0.9	-10	2	7	-0.3	11	-7	1
40. O=C(COC(=O)COc1ccccc1)NC1CCCC1
  3.3	-7	0.7	-0.6	0	-1	-7	-1.4	3	3	-1
41. CC(C)(C)C(=O)NCC12C=CC(O1)C1C(=O)N(c3ccccc3)C(=O)C12 (stereo not given)
  2.3	-5	-0.9	1.4	-19	-3	-2	-1.3	13	5	-1
42. CC(O)[C@H]1CNC(=S)N1CCc1cccc(F)c1 (stereo not given in full)
  1.3	-6	1.2	5.8	-1	-3	-4	-1.7	4	8	-1
43. CC(C)(C)OC(=O)[C@H](Cc1ccccc1)NC(=O)c1nc[nH]c1C(=O)NCc1ccccc1
  0.8	-3	-1.5	2.5	-6	2	28	-1.2	6	-7	2
44. COc1ccc(C(=O)Nc2ccc(C(=O)N3CCCCC3)cc2)cc1OC
  1.2	-1	-0.4	0.2	0	11	-5	7.2	-12	-26	0
45. CCOC(=O)c1nn(-c2cccc(C)c2)cc1C(=O)c1ccccc1
  2.5	2	0.2	2.1	-4	-3	5	-1.0	nt	8	-8
46. COc1ccc(CNC(=O)c2nc(S(=O)(=O)Cc3ccccc3)ncc2Cl)cc1
  -0.4	-3	-0.3	3.3	-7	-6	-3	0.0	19	-8	1
47. O=C(COc1ccc(Cl)cc1Cl)N(Cc1ccco1)C1CCS(=O)(=O)C1 (stereo not given)
  -0.1	-2	-1.5	-1.4	-1	1	-2	-0.4	-13	-25	-1
48. CCCc1[nH]n(-c2nc3ccccc3s2)c(=O)c1C=NCCCN(CC)CC
  -0.4	4	-1.9	-1.5	-3	-4	4	-2.4	1	22	2
49. COCCN(CC(=O)NCc1ccccc1)C(=O)CCC(=O)Nc1nccs1
  -1.1	8	-1.1	-0.6	-9	2	1	0.7	2	1	0
50. COc1ccc(-c2nnc(SCC(=O)NCCc3ccc(S(N)(=O)=O)cc3)o2)cc1OC
  1.5	3	1.6	4.5	-4	1	-3	1.7	8	-4	2

(listing goes on)
Values in the order – phage Ecoli inh	PKA-R2B activ	E coli growth	AddAB inh	PKA-R1A activ	HTR5A ag ctr	Tat export inh	CDK5 inh	SUMO Mot1 rescue	HTR5A inv ag	DAGLB inhibitor
51. CS(=O)(=O)C1=NSC2=NC(=O)/C(=C\c3cccn3-c3ccc(Cl)cc3)C(=N)N21
  2.8	-4	-1.5	3.1	2	-5	7	0.9	-13	13	20
52. O=C(Nc1cccc(-c2cccc(F)c2)c1)C1CCN(Cc2ccc(CO)o2)CC1
  2.2	-3	-3.5	0.2	-4	-3	-1	1.3	-2	-6	-1
53. COc1ccc(C(=O)CSc2nc(C)cc(=O)[nH]2)cc1C
  4.4	6	-2.4	-0.7	0	4	11	0.7	-10	-13	-3
54. CCOC(=O)Nc1ccc(C)cc1C
  2.0	-6	-0.4	0.3	1	-2	0	-0.9	4	-30	2
55. C#CCOc1ccc(/C=C2\SC(=S)N(Cc3cccnc3)C2=O)cc1
  0.1	-8	2.2	2.7	0	7	-2	-3.2	266	18	-1
56. NC(=O)CSc1nnnn1-c1ccc(OC(F)(F)F)cc1
  0.5	0	-0.8	2.6	2	-2	-7	-0.7	-3	5	2
57. COc1ccc(CNS(=O)(=O)c2ccc(C3CNC(=O)C3)cc2)cc1 (stereo not given)
  0.8	-1	1.1	1.8	-5	9	2	2.1	-4	-2	1
58. Cn1[nH]c(-c2ccccc2)c(/C=N/O)c1=O
  2.0	nt	-3.5	1.0	nt	nt	-6	0.7	11	nt	nt
59. COc1ccc(NC(=O)c2ccccc2)cc1
  2.7	-7	-1.2	-0.4	-7	9	-1	-0.5	-15	-24	-2
60. CC(=O)c1ccc(N2CCN(C(=O)/C=C/c3cccs3)CC2)cc1
  5.6	9	-1.7	2.6	-5	1	-4	-0.9	-20	-2	1
61. CCN(Cc1ccccc1)C(=O)CN1C(=O)NC2(CC(C)CC(C)(C)C2)C1=O (stereo not given)
  0.1	10	-1.4	-0.6	-2	0	4	-2.5	-19	-1	0
62. COc1nc(N)nc(N2CCOCC2)n1
  3.0	3	-1.7	-0.1	-5	1	0	-0.7	-5	-32	1
63. O=C(c1ccc(F)cc1)c1cc2ccc(O)cc2oc1=O
  5.2	0	0.5	-1.2	-11	0	-5	11	-4	1	-1

Assay outcomes (PubChem BioAssay)
